# High-throughput results: PubChem, Sanford-Burnham Center for Chemical Genomics
# NR3A LBD binder – modulates the human NR3A ligand-binding domain; Tm shift relative to glycine control, % at 25 µM; NR3A LBD differential scanning fluorimetry, Tm shift; 0% = protein alone, 100% = glycine-bound protein; 340,000 compounds, 2.5% hits;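 active means melting temperature shift of at least 10% of the positive control shift, at one fixed dose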
# mIAP activ – increases mouse intestinal alkaline phosphatase activity; activation factor at 10 µM; 330,000 compounds, 0.24% hits; muIAP, CDP-Star luminescence, 30 min; hits give high values; 1 = vehicle-only enzyme signal, 0 = enzyme-free wells;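 active means activation factor of at least 2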; further: the source names both 10 and 20 µM as test concentration; values of inactives mirror those of a sister screen read the other way
#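 Assay system: mouse IAP enzyme / Compound: DMSO-dissolved test compounds / Timing: 30 min, room temperature / Measured by: luminescence from enzymatic CDP-Star hydrolysis / Control set: DMSO-only wells, enzyme-free buffer wells as negative control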
# hIAP act – human IAP activation | 330,000 compounds, 0.16% hits | P09923 | activation factor at 10 µM | purified human IAP, CDP-Star luminescence, 30 min; hits give high values; 1 = vehicle-only enzyme, 0 = enzyme-free background;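 active means activation factor of the enzyme at least 2-fold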; further: the source names both 10 and 20 µM as test concentration; values of inactives mirror those of a sister screen read the other way
# Target sequence (P09923 whole entry, looked up): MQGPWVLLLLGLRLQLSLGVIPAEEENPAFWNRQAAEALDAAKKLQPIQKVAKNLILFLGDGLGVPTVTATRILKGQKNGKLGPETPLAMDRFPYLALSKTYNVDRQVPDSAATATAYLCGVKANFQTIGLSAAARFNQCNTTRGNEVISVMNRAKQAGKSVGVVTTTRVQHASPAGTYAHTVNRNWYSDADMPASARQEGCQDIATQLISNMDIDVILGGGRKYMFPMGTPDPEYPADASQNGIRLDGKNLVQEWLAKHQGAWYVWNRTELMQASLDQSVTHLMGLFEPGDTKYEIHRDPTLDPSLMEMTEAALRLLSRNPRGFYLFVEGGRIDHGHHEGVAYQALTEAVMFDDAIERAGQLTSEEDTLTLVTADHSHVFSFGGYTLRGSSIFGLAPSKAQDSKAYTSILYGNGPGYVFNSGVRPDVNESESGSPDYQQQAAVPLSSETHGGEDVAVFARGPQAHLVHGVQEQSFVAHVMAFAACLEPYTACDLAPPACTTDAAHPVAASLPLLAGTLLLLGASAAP
# APOBEC3A inh – inhibitors of human APOBEC3A DNA deaminase | inhibition, % at 20 µM | recombinant A3A, FAM/TAMRA ssDNA deamination fluorescence | 330,000 compounds, 0.41% hits | P31941;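 active means at least 40% inhibition at 20 µM here, with at most 30% in a related deaminase screen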;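 further: plate controls were A3A with DMSO for no effect and wells lacking A3A enzyme for full effect; some results filed as inactive read as strong as hits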
# Target sequence (P31941 whole entry, looked up): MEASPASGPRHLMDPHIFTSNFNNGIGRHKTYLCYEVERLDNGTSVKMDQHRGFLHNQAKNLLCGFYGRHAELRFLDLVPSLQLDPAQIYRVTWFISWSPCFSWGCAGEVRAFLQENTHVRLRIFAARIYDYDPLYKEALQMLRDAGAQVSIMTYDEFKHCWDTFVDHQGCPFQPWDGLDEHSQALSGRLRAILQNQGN
# A3G deaminase – blocks human APOBEC3G single-stranded DNA deamination; recombinant A3G, ssDNA deamination FAM/TAMRA fluorescence; inhibition, % at 20 µM; 330,000 compounds, 0.28% hits;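 active means inhibition of at least 40% at 20 µM, with no more than 30% in the related APOBEC3A deaminase screen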;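 further: plate controls were DMSO wells with A3G for no effect and wells lacking A3G enzyme for full effect; some compounds called inactive have numbers as strong as hits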
# hIAP block – human IAP inhibition; P09923; AID 2544; purified IAP, CDP-Star luminescence, 30 min; inhibition, % at 10 µM; 330,000 compounds, 0.12% hits;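 active means inhibition reaching a set limit with compound at 10 µM in the primary screen, cut at about 35% in these data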;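 further: plate controls were DMSO wells with enzyme for no effect and no-enzyme buffer wells for full effect; values of inactives mirror those of a sister screen read the other way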
# MPTP block – blocks calcium-induced mitochondrial swelling | isolated mouse mitochondria, Ca2+ swelling absorbance, 30 min | inhibition, % at 10 µM | 360,000 compounds, 1.4% hits;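 active means inhibition of 50% or more, scaled per plate between neutral and stimulator controls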;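 further: 0% = DMSO wells given calcium and 100% = 1 mM EGTA wells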
# mIAP block – mouse IAP inhibition. purified mouse IAP, CDP-Star luminescence, 30 min. inhibition, % at 10 µM. 330,000 compounds, 0.2% hits. AID 2806;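 active means inhibition of at least 40% at 10 µM in the primary screen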;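 further: plate controls were DMSO with enzyme for no effect and no enzyme wells for full effect; values of inactives mirror those of a sister screen read the other way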
# beta cell repl – inducers of beta-cell replication in MIN6 cells. MIN6 cells proliferation, ATPlite luminescence, 48 h; cells starved in 0.2% serum; 100% = growth in 10% serum. 330,000 compounds, 0.29% hits. AID 2380. proliferation, % at 10 µM;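 active means compounds whose signal lies at least 3.5 SD above the mean of all wells on their plate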;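 further: 0% = DMSO-treated cells in low-serum medium and 100% = 10% serum control; some compounds called inactive have numbers as strong as hits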
# Numbers without * were called inactive; & = joins results of further samples; ! = a repeat was not active.
smiles,NR3A LBD binder,mIAP activ,hIAP act,APOBEC3A inh,A3G deaminase,hIAP block,MPTP block,mIAP block,beta cell repl
Cc1cc(/C=C2/C(=O)NC(=O)N(c3ccccc3)C2=O)c(C)n1-c1ccc(F)cc1,0.7,0.885,0.967,-2.2,-4.2,3.3,3.6,11.5,-0.7
CC12CN3C(O)C(C)(C1)CC(C)(C2)C3O (stereo not drawn),-5.0,1.12,1.03,6.3,-6.0,-3.4,0.2,-11.7,0.3
O=[N+]([O-])c1ccc(N2CCCCCC2)c2ncccc12,21.2*,0.897,0.977,0.8,-6.6,2.3,3.1,10.3,1.7
Cc1nc2cc(C(=O)N3CCC4(CC3)OCCO4)ccc2n1-c1ccc(Br)cc1,1.4,1.11,1.1,-4.2,-7.4,-10.1,1.2,-10.9,-0.6
CCc1nn(CC(=O)N2CCC3(CC2)OCCO3)c(=O)c2cc3ccccc3n12,0.1,1.1,0.867,-0.9,16.6,13.3,1.4,-9.8,-1.6
COC(=O)C1=C(c2cccc3c2S(=O)(=O)c2ccccc2-3)C[C@@H]2CC[C@H]1N2C(=O)N1CCOCC1,0.2,0.998,1.01,-1.0,-8.3,-0.7,-2.3,0.2,-1.0
Cc1ccc(C2CN(C)CC2C(=O)c2ccc(F)cc2)cc1 (stereo not drawn),-2.2,0.973,1.07,-2.8,-6.8,-6.7,-0.4,2.7,-2.7
C=CCn1c(O)c(C=NCCCOc2ccc(CC)cc2)c(=O)[nH]c1=S,2.7,0.963,1.21,-1.8,-13.9,-20.9,0.5,3.7,-1.9
CN1C(=O)/C(=C\c2ccc(N3CCCCCC3)cc2)C(=O)NC1=S,3.9,0.804,0.875,4.1,5.9,12.5,71.4*,19.6,-2.1
COc1ccccc1N=Nc1c(O)[nH]c(=S)[nH]c1=O,0.9,0.71,0.625,7.8,-7.3,37.5*,0.2,29.0,2.3
C[C@]12C=CC(=O)C=C1C=C[C@@H]1C2CC[C@]2(C)C(=O)CCC12 (stereo partly drawn),-2.2,0.901,0.964,-1.8,-5.8,3.6,-0.8,9.9,4.2
C[C@]12CCC3C(CC[C@H]4C[C@H](O)CC[C@]34C)C1[C@@H](O)[C@@H](O)[C@@H]2O (stereo partly drawn),-0.3,1.06,0.995,-0.4,-8.1,0.5,0.0,-6.5,-3.2
Cc1ccc2c(c1)C1CN(C)CCC1N2C(=O)c1cccs1 (stereo not drawn),-3.6,1.04,1.11,-0.6,1.9,-11.4,-0.1,-3.7,1.4
C=CCn1c(O)c(/C(C)=N/NC(=S)Nc2ccccc2)c(=O)[nH]c1=O,-1.4,0.92,1.03,4.7,-0.8,-3.2,-0.2,8.0,0.3
C[C@H]1C/C=C/[C@H]2[C@H](O)[C@H](C)[C@@](C)(O)[C@H]3[C@H](Cc4ccccc4)NC(=O)[C@]32[C@H](O)/C=C/[C@](C)(O)C1,-1.1,1.04,0.857,-4.2,-9.7,14.3,-2.0,-3.9,-4.6
O=C(Nc1ccccc1OC(=O)N1CCCCC1)N1CCCCC1,-5.0,0.953,0.998,-1.3,-0.9,0.2,0.2,4.7,-4.0
O=C(CN1C(=O)CCSc2ccccc21)N1CCC2(CC1)OCCO2,0.3,0.989,0.885,1.3,-2.6,11.5,-2.1,1.1,-0.3
O=C1NC(=O)N(Cc2ccc(F)cc2)C(=O)/C1=C\c1ccc([N+](=O)[O-])s1,-7.4,0.635,0.984,15.1,22.5,1.6,21.0,36.5,-4.3
Cc1ccc(N2C(=O)NC(=O)C(CCc3ccccn3)(Cc3ccc(F)cc3)C2=O)cc1 (stereo not drawn),-0.6,0.974,0.951,-1.0,-8.6,4.9,-1.0,2.6,-1.6
CC1CCCN(CC(=O)N2CCCc3ccccc32)C1 (stereo not drawn),-1.7,0.908,1.05,-2.8,-2.5,-4.7,-0.5,9.2,0.2
Cc1ccc(CN2C3CCCC2CC(NC(=S)NCc2ccccc2)C3)cc1 (stereo not drawn),0.7,4.53*,2,-7.1,-5.7,-99.5,13.6,-352.8,-3.3
C=CCN1CC[C@@]2(C)c3cc(O)ccc3CC1[C@@H]2C,-2.2,1.04,1.04,-6.4,-3.8,-4.5,-0.7,-3.7,-3.8
CCC(=O)N1N=C2C3CCN(CC3)C2C1c1ccccc1 (stereo not drawn),-0.6,1.12,1.01,-1.5,-1.5,-0.8,-1.0,-11.7,-0.8
CCCCC(=O)N/N=C/c1c(O)n(C2CC2)c(=S)[nH]c1=O,1.1,0.859,1.35,2.3,0.6,-35.1,7.7,14.1,-2.3
CN1C2CCC1CC(=NO)C2,-1.8,0.919,0.942,-0.5,0.4,5.8,-0.7,8.1,6.7
CCOP(=O)(C#CC(C)(C)C)C1(O)CCCCC1 (stereo not drawn),-0.4,0.921,1.3,0.7,-1.8,-30.0,0.1,7.9,-0.4
CC(C)N1CCN(Cc2cc3c(cc2Cl)OCO3)CC1CCO (stereo not drawn),-0.1,1.04,1.08,-4.4,-5.3,-8.3,2.1,-4.4,1.4
CCCCCn1c(=O)c(C(=O)NCc2ccco2)c(O)c2ccccc21,2.5,0.884,1.04,2.1,-10.0,-3.6,-2.0,11.6,-1.6
O=C1OCCC1NC1=NCCC1 (stereo not drawn),0.1,1.06,1.16,-1.2,-1.8,-15.5,-0.3,-5.6,-1.3
O=C1NC(=O)N(Cc2cccs2)C(=O)/C1=C/c1ccc(N2CCOCC2)cc1,2.9,0.975,1.04,4.4,2.5,-3.7,19.0,2.5,-2.0
CSc1ccc(C(=O)C2CCCN(Cc3cccnc3)C2)cc1 (stereo not drawn),2.4,0.997,1.12,-2.2,-5.0,-11.7,0.4,0.3,-1.5
CCOP(=S)(OCC)SCC(=O)NC(C)(CC)C(=O)O (stereo not drawn),1.2,0.998,0.927,-0.9,1.3,7.3,0.5,0.2,-2.4
COc1ccc(CN2CC=C(c3ccc(F)cc3)CC2)cc1Br,0.0,0.962,0.88,2.4,-2.3,12.0,2.0,3.8,-0.9
CCCC(=O)Nc1cc(C(=O)N2CCC3(CC2)OCCO3)ccc1S(=O)(=O)c1ccc(C)cc1,-2.6,0.975,1.01,-3.0,-4.6,-1.5,-1.5,2.5,-2.3
CN(CC1COc2ccccc2O1)c1nc(-c2cccnc2)nc2ccccc12 (stereo not drawn),-17.4,1.04,1.05,-6.2,-5.4,-5.5,-1.6,-4.5,-5.8
CCN(CC)c1ccc(CN(C)CCc2ccc(OC)c(OC)c2)cc1,0.0,0.882,1.05,2.8,-4.2,-5.1,2.2,11.8,-3.4
CCOP(=O)(/C=C(\Cl)c1ccccc1)C(O)c1ccc(F)cc1 (stereo not drawn),1.2,0.919,1.04,-2.3,-10.3,-4.3,-0.8,8.1,1.2
O=C1CCN(C(=O)CNC(=O)Cc2ccccc2)CC1,-0.6,0.978,0.998,-1.2,-1.6,0.2,-2.0,2.2,0.0
Cc1ccc(N2C(=O)NC(=O)/C(=C\c3cc(C)n(-c4ccc(C(=O)O)cc4)c3C)C2=O)cc1,-4.2,0.989,0.892,7.3,0.5,10.8,-1.3,1.1,-3.9
Oc1ccc(/C=N/NP(=S)(c2ccccc2)c2ccccc2)c(O)c1O,0.6,0.822,1.49,6.3,-3.2,-49.2,10.3,17.8,-2.5
CCCCCn1c(=O)c(C(=O)NCc2ccccc2)c(O)c2ccccc21,-2.2,0.832,0.999,-2.1,3.1,0.1,3.3,16.8,-5.0
O=C(Cn1cnc2sc3c(c2c1=O)CCCC3)NCCC(=O)N1CCC2(CC1)OCCO2,-1.2,1.07,1.06,-0.9,-3.3,-6.3,-0.7,-6.7,-2.8
COC(=O)C(O)(c1ccc(NC(=O)c2ccccc2)cc1)C(F)(F)F (stereo not drawn),0.8,0.926,0.984,-4.0,-8.4,1.6,1.5,7.4,-2.5
NC1=Nc2ccccc2Oc2ccccc21,-1.4,0.966,1.02,3.4,-0.5,-1.7,-1.2,3.4,-1.2
CNC(=O)Nc1ccc(C(=O)N/N=C\C23CC[C@@H](O)CC2(O)CC[C@@H]2[C@@H]3CCC3(C)C(C4=CC(=O)OC4)CCC23O)cc1 (stereo partly drawn),-0.5,1.04,0.868,-3.6,-5.8,13.2,0.6,-4.1,-0.9
COc1ccc(-c2cc(=NCC(=O)O)c3ccccc3o2)cc1,13.3*,0.956,1.02,-0.8,-4.5,-1.7,0.0,4.4,-2.7
CCCCCCC(Cl)(Cn1ccnc1)c1ccccc1 (stereo not drawn),0.6,0.996,1.02,5.6,8.1,-2.3,28.9,0.4,-1.5
C[N+]1(C)CCc2cc3c(cc2[C@H]1[C@@H]1OC(=O)c2c1ccc1c2OCO1)OCO3,3.1&0.3,1.11&1.1,0.922&1.05,45.6*!,23.2&-3.0,7.8&-5.4,0.9&-3.7,-11.3&-10.5,0.7&-1.2
CCC(CC)N1CCN(Cc2nc3ccccc3c(=O)n2-c2ccc(F)cc2)CC1,-0.7,0.925,1.1,1.9,-2.2,-9.9,0.2,7.5,-0.4
COC(=O)C1=C(c2ccc3ccccc3c2)C[C@@H]2CC[C@H]1N2C(=O)NC1Cc2ccccc2C1,-0.8,1.12,1.09,0.1,-9.6,-9.0,0.6,-11.6,-6.7

# 3 compounds drawn at random from the list so far:
smiles,NR3A LBD binder,mIAP activ,hIAP act,APOBEC3A inh,A3G deaminase,hIAP block,MPTP block,mIAP block,beta cell repl
C[N+]1(C)CCc2cc3c(cc2[C@H]1[C@@H]1OC(=O)c2c1ccc1c2OCO1)OCO3,3.1&0.3,1.11&1.1,0.922&1.05,45.6*!,23.2&-3.0,7.8&-5.4,0.9&-3.7,-11.3&-10.5,0.7&-1.2
CCC(CC)N1CCN(Cc2nc3ccccc3c(=O)n2-c2ccc(F)cc2)CC1,-0.7,0.925,1.1,1.9,-2.2,-9.9,0.2,7.5,-0.4
NC1=Nc2ccccc2Oc2ccccc21,-1.4,0.966,1.02,3.4,-0.5,-1.7,-1.2,3.4,-1.2

# New compounds follow
smiles,NR3A LBD binder,mIAP activ,hIAP act,APOBEC3A inh,A3G deaminase,hIAP block,MPTP block,mIAP block,beta cell repl
C#C[C@@]1(O)CCC2C3CCC4=C/C(=N/OCC(=O)NC(C(=O)O)C(C)O)CC[C@]4(C)C3CC[C@@]21C (stereo partly drawn),-1.6,0.925,1.03,1.5,3.5,-2.7,0.0,7.5,3.3
O=S(=O)(F)c1ccc2nc(-c3cccc(Sc4ccccc4)c3)cc(Cl)c2c1,-1.9,0.874,0.986,-1.6,-6.5,1.4,0.3,12.6,-4.0
COc1cc(C(C)=O)ccc1OC(=O)N(C)c1ccccc1,-0.7,1.03,1,-6.1,-2.1,-0.3,1.0,-3.2,-1.8
O=c1[nH]c(=O)n(CC2CCCO2)c(O)c1/C=C1\C=Nc2ccccc21 (stereo not drawn),-1.5&0.5,0.838&0.906,0.928&1.01,-0.1&-5.4,-3.9&-8.9,7.2&-1.1,0.0&-1.1,16.2&9.4,-1.0&-0.8
CCOP(=O)(Cc1cc(C#N)oc1C)OCC,0.0,1.04,0.978,2.8,0.3,2.2,-0.3,-3.9,-1.7
CCOC(=O)c1ccc(N=C(CC)c2c(O)n(C)c(=O)n(C)c2=O)cc1,-1.7,1.01,1.14,-3.9,-6.2,-14.2,90.5*,-1.0,1.6

# This is a subset. The share of hits here may be higher or lower than overall.
